Bioassay records as filed in PubChem BioAssay.
IL-2 act = IL-2 activation; hit rate 0.065% among 360,000; activation, % (series mostly up to about 46 µM); IL-2 activation reporter assay, cell-based qHTS; stimulated with anti-CD3/CD4/CD28 beads; in transgenic mouse T cells; in the data active = activation above about 50%; inconclusive = mostly about 30% to 49%; note: 0% is about no effect
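Readout: EGFP and DsRed signals by fluorescent plate cytometry. Unstimulated transgenic mouse T cells received compound 60 min before antibody-bead stimulation, then incubated 18 h at 37 degrees C.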
PLK1 PBD block = inhibitors of human PLK1 polo-box domain binding; P53350; Plk1 PBD binding of FITC phosphopeptide, fluorescence polarization; Potency, µM, for the others: max response, negative = inhibition, most hits filed as inhibitors; hit rate 2.8% among 360,000; note: potency is the fitted concentration of half-maximal effect; series mostly up to about 57 µM; % is set by controls: 0 for no effect and ±100 for the full control effect; nearly all actives have a fitted effect of over 65% in size
FUS suppressor = suppressors of FUS proteinopathy in yeast. S. cerevisiae FUS-expressing, growth rescue, OD600, 24 h. Potency, µM (doses to about 76.6 µM), for the others: at the top dose growth rescue (activation), hits mostly activators. hit rate 0.24% among 390,000. AID 1347120;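 note: potency is the fitted concentration of half-maximal effect; plate controls were DMSO vehicle for no effect and reference control for full effect; nearly all actives have a fitted effect of over 55% in size; some results filed as inactive show a strong effect at the top dose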
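Yeast expressing FUS under galactose induction, OD 0.005 in 2% galactose medium; compounds in a dilution series, 24 h at 30C. Growth rescue by absorbance at 600 nm; CP55940 positive control, DMSO negative.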
EPAC1 antag = antagonists of human EPAC1; O95398; AID 720709; EPAC1 GEF assay, Rap1b-BODIPY-GDP exchange fluorescence; hit rate 0.14% among 360,000; Potency, µM (series often up to 115 µM), for inactives: top-dose activity change, negative = inhibition, actives largely listed as inhibitors;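 note: potency is the fitted concentration of half-maximal effect; plate controls were vehicle for no effect and positive control for full effect; nearly all actives have a fitted effect of over 50% in size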
WRN helicase inh = blocks human WRN helicase; Q14191; Potency, µM (titrated, usually from 114 µM), inactives show top-dose activity change, negative = inhibition, usual class: inhibitors; AID 651768; hit rate 0.46% among 360,000; WRN helicase unwinding, fluorescent forked duplex, kinetic; note: potency is the fitted concentration of half-maximal effect; % is set by controls: 0 for no effect and ±100 for the full control effect; nearly all actives have a fitted effect of over 55% in size
Target sequence (Q14191 whole entry, looked up): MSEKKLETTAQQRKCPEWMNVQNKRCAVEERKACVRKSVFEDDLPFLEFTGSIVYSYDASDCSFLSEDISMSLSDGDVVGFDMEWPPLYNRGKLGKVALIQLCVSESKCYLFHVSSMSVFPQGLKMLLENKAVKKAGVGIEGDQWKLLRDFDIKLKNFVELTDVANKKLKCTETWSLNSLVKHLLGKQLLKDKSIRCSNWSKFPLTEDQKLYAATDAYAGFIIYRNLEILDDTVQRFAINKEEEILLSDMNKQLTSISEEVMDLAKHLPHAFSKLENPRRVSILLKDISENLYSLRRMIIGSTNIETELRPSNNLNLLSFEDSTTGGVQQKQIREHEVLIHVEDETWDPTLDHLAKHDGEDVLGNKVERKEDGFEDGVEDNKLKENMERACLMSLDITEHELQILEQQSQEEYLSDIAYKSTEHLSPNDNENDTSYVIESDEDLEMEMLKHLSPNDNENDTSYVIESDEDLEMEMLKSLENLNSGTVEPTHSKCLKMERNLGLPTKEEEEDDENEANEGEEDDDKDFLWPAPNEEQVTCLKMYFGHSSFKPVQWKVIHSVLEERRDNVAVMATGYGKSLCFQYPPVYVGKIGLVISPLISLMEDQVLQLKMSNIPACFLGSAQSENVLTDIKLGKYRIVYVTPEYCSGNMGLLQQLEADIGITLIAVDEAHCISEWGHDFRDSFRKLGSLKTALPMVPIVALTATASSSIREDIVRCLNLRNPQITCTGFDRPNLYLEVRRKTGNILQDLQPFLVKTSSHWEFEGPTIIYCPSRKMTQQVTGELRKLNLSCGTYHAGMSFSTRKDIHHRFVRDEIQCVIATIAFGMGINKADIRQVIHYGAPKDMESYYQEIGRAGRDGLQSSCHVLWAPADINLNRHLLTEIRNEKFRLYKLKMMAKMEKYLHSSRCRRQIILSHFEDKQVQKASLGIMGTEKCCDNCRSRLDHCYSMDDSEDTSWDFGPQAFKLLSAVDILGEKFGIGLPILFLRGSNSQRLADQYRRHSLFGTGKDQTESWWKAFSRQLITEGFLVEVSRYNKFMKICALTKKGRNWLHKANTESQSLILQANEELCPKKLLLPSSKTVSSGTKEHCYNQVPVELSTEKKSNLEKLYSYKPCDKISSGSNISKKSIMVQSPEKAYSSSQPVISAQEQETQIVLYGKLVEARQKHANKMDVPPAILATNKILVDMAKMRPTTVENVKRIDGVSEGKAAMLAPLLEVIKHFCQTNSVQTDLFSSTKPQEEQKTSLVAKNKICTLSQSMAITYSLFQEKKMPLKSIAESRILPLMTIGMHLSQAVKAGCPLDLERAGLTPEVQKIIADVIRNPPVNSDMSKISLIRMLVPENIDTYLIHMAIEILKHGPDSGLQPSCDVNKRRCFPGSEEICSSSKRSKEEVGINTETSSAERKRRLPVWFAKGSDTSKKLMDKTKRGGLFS
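Screening of the MLSMR collection measured strand separation of a quenched forked DNA duplex (100 nM) by 20 nM WRN with 2 mM ATP, all final. Compounds were preincubated with enzyme 15 min at room temperature.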
Abeta yeast res = restores growth of yeast expressing A-beta42 peptide | hit rate 0.063% among 410,000 | Potency, µM (highest dose often 46.1 µM), inactives show at the top dose growth rescue, actives largely listed as activators | yeast expressing A-beta42, growth rescue, OD600, 48 h; response scale: 0% DMSO, 100% iron-clioquinol control; note: potency is the fitted concentration of half-maximal effect; nearly all actives have a fitted effect of over 55% in size
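Yeast growth medium received pinned compounds, then yeast cells expressing toxic A-beta were added; plates incubated at 30 C for 48 hr. Growth read as absorbance at 600 nm, normalized to DMSO and equimolar FeCl3 plus clioquinol controls.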
PI5P4K alpha inh = inhibitors of human PI5P4K alpha | PI5P4Kalpha enzyme, ADP-Glo luminescence, 60 min; active compounds read low | P48426 | hit rate 1.2% among 330,000 | max response, %; active = max response of -50% or lower; inconclusive = between -30% and -50%; inactive = -30% or higher; note: value at the top dose of about 77 µM; % is set by controls: 0 for no effect and ±100 for the full control effect
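Controls without substrate or without enzyme flank wells where PI5P4Kalpha converts substrate using 5 microM ATP (final). Incubation lasts 60 minutes at room temperature; ADP formed is read by ADP-Glo luminescence.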
EPAC1 agonist = activates human EPAC1 exchange factor; O95398; EPAC1 agonist qHTS, biochemical assay; response scale: 100% = response to 6.5 mM cAMP; Potency, µM (highest dose often 154 µM), inactives show at the top dose activation, actives largely listed as activators; hit rate 0.073% among 360,000; note: potency is the fitted concentration of half-maximal effect; nearly all actives have a fitted effect of over 60% in size
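Read-out is the fluorescence drop as BODIPY-GDP leaves Rap1B (480 nm excitation, 540 nm emission), recorded every 5 minutes over 30 minutes. Reactions held 100 nM EPAC1, 250 nM Rap1B–BODIPY-GDP and 50 uM GDP, with 6.5 mM cAMP setting full activation.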
aSyn yeast inh = inhibitors of alpha-synuclein toxicity in yeast; Yeast expressing alpha-synuclein, growth rescue, BacTiter-Glo, 24 h; AID 652106; Potency, µM (doses to about 46.1 µM), without a hit: at the top dose growth rescue (activation), actives largely listed as activators; hit rate 0.14% among 370,000; note: potency is the fitted concentration of half-maximal effect; % of control where 0% means no effect; nearly all actives have a fitted effect of over 65% in size
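Readout is rescue of growth in alpha-synuclein-expressing yeast, so inhibitors of toxicity appear as activators. Growth after 24 hr at 30 deg C in galactose medium is quantified by luminescence.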
An asterisk follows results filed as active; u = inconclusive; x = no result given; & = joins results of further samples; [ ] = another dose, or the depositor's remark. Unless noted, calls come from the whole dose curve; as a rule, active = well fitted curve in the direction sought with a large enough effect; inconclusive = small, poorly fitted or top-dose-only effect, or another doubt; inactive = no such curve, though single readings can be large; an effect the other way counts as inactive or inconclusive.

SMILES,FUS suppressor,aSyn yeast inh,WRN helicase inh,EPAC1 antag,PI5P4K alpha inh,Abeta yeast res,IL-2 act,EPAC1 agonist,PLK1 PBD block
CCOc1ccc(NC(=O)COC(=O)c2cccnc2)cc1,24%,0%,-5%,16%,3,3%,-1.5,-2%,0%
COc1ccc(CCC(=O)NCCc2ccc(Cl)cc2)cc1,-5%,4%,-2%,-11%,-5,6%,-1.9,-2%,1%
COc1cc2[nH]c(=S)n(NC(=O)c3ccccc3)c(=O)c2cc1OC,26%,-2%,-20%,-20%,x,-24%,0.0,7%,-11%
CC1(Cc2cn(CCC#N)c3ccccc23)OCCO1,-3%,-1%,1%,-9%,1,11%,-2.9,1%,-13%
CCOC(=O)N1CCN(C(=S)Nc2cccc(C)c2C)CC1,x,9%,-9%,0%,0,6%,-0.6,-1%,-6%
COc1cc(CN2CCCC(C)C2)cc([N+](=O)[O-])c1O (stereo not drawn),9%,-4%,6%,3%,x,-6%,-3.4,0%,-8%
COc1ccc(/C(C)=N\NS(C)(=O)=O)c(OC)c1,x,-1%,7%,10%,-2,-11%,0.2,-11%,4%
Cc1nc(C(C)NC(=O)c2ccc(OC3CCN(Cc4ccccn4)CC3)cc2)c(C)s1 (stereo not drawn),6%,0%,-4%,4%,-1,9%,-1.7,2%,-14%
COc1cc(Nc2ccn3nccc3n2)cc(OC)c1OC,-4%,13%,-7%,-8%,-3,-11%,0.4,9%,-10%
CCOC(=O)N1CCC(NC(=O)C(C)n2c3ccccc3c3cnn(C)c(=O)c32)CC1 (stereo not drawn),25%,2%,1%,3%,0,8%,0.9,-12%,-1%
CN(C(=O)c1ccccc1C(=O)OCC(=O)Nc1ccc(OC(F)F)cc1)c1ccccc1,19%,17%,-1%,-27%,8,8%,-0.2,0%,6%
CCN1CCN(Cc2ccc(NC(=O)Nc3ccccc3OC)cc2)CC1,-13%,-2%,-4%,-8%,2,4%,1.2,-5%,u
CC(=O)Nc1ccc(OCCCN2CCC(C(O)(c3ccccc3)c3ccccc3)CC2)cc1,1%,5%,-2%,11%,-1,-3%,0.2,4%,-3%
C/C(=N\N=C(c1ccccc1)c1ccccc1)c1ccco1,7%,2%,-12%,1%,4,7%,2.0,16%,-3%
COc1ccc(N(C(=O)c2cnccn2)C(C(=O)NCc2ccccc2)c2ccc(O)cc2)cc1 (stereo not drawn),13%,-2%,-5%,-9%,0,-5%,1.2,-1%,-7%
Cc1cccc(-n2ncc3c(=O)[nH]c(SCC(=O)NCCC4=CCCCC4)nc32)c1,-7%,u,-1%,18%,-3,7%,1.1,4%,8%
Cn1cnc(S(=O)(=O)Nc2ccc(C(F)(F)F)cc2)c1,-6%,5%,-11%[57.1 µM],0%,12,28%,-0.7,3%,-4%
Cc1ccc(CN(C(=O)c2cccs2)C2CCS(=O)(=O)C2)cc1 (stereo not drawn),4%,1%,8%,0%,4,-3%,-0.7,0%,2%
CC(C)CNC(=O)COc1ccccc1[N+](=O)[O-],-8%,2%,-7%,u,1,-5%,1.0,-3%,-7%
COC(=O)c1cc(Br)c(=O)n(CCC2=CCCCC2)c1,7%,-8%,7%,18%,4,-2%,0.5,-6%,-4%

Only PLK1 PBD block (2 entries from above):
Compound,PLK1 PBD block
CC(C)CNC(=O)COc1ccccc1[N+](=O)[O-],-7%
Cc1ccc(CN(C(=O)c2cccs2)C2CCS(=O)(=O)C2)cc1 (stereo not drawn),2%

Next part
SMILES,FUS suppressor,aSyn yeast inh,WRN helicase inh,EPAC1 antag,PI5P4K alpha inh,Abeta yeast res,IL-2 act,EPAC1 agonist,PLK1 PBD block
Nc1cccnc1Oc1ccc(F)cc1F,-4%,-3%,-30%,2%,-7,10%,-1.1,-1%,-3%
CCOC(=O)N1CCN(C(=O)c2ccc(OCC)cc2)CC1,10%,-3%,-27%,-25%,1,-3%,-0.6,5%,-13%
COc1ccc(C2C3=C(CCCC3=O)Nc3nc(-c4cc(OC)c(OC)c(OC)c4)nn32)cc1OC (stereo not drawn),41%,-2%,7%,3%,x,14%,-1.8,6%,-1%
Cc1cc(NC(=O)CSc2nc3ccccc3c(=O)n2Cc2ccc(F)cc2)no1,29%,-1%,-4%,-12%,x,-5%,-0.3,2%,-15%
O=C(CSc1nc(-c2ccccc2)c(-c2ccccc2)o1)NC1CCS(=O)(=O)C1 (stereo not drawn),30%,-1%,1%,-25%,-8,4%,1.8,3%,-9%
C/C(=N\NC(=O)CNC(=O)C(c1ccccc1)c1ccccc1)c1ccccc1,10%,0%,-28%[57.1 µM],-11%,-8,2%,0.1,1%,1%
O=C(CSc1nc2ccccc2c(=O)n1-c1ccc(F)c(Cl)c1)Nc1ccc2c(c1)CCC2,23%,-3%,-3%,-15%,3,-13%,0.7,4%,1%
CSc1ccc(CCNS(=O)(=O)c2c(C)[nH]c(C)c2C(=O)N2CCCCC2)cc1,-1%,1%,-7%,0%,8,-13%,1.7,16%,-5%
C/C(=N/NC(=O)c1cc(-c2cccc([N+](=O)[O-])c2)n[nH]1)c1cccc(O)c1,-4%,-8%,-1%,-22%,-1,-12%,1.4,-3%,-9%
COc1ccc(C2NC3=C(CCC3)C3(C#N)C(OC)(OC)N=C(N)C23C#N)cc1 (stereo not drawn),13%,-9%,-15%,13%,-22,-6%,-0.2,5%,-23%
O=S1(=O)C[C@H](N2CC[C@@H](O)C2)[C@@H](COCc2ccccc2)N1,-26%,-4%,3%,12%,-6,-17%,0.1,-1%,-10%
COc1ccc(CN([C@H](CO)CC(C)C)S(=O)(=O)N(Cc2ccccc2)[C@H](CO)CC(C)C)cc1,26%,-11%,-3%,u,9,22%,-0.3,-24%,-9%
c1ccc2c(c1)ccc1nnnn12,-16%,7%,-10%,6%,-10,-13%,-3.3,11%,-4%
CCCC(=O)Nc1cc(OCC)c(NC(=O)NC2CCCCC2)cc1OCC,-9%,-3%,-1%[57.1 µM],2%,x,1%,-1.6,-2%,-2%
Brc1ccccc1CN1CCN(Cc2c[nH]c3ccccc23)CC1,21%,-5%,u,9%,3,6%,-3.5,3%,-2%
Cn1ncc([N+](=O)[O-])c1C(=O)NC1CCCCCC1,35%,-2%,6%,3%,3,3%,-0.2,3%,-7%
CCCOP(=O)(OCCC)C(NC(=O)C(C)(C)C)c1ccccc1 (stereo not drawn),34%,7%,0%,2%,2,8%,0.8,3%,-1%
Cc1ccc(/C=C/C(=O)N2CCCN(C(=O)/C=C/c3ccc(C)cc3)CC2)cc1,55%,2%,0%,-19%,-8,-4%,-4.7,-3%,-11%
COc1ccccc1NC(=O)C(=O)NCc1ccccc1Cl,x,1%,-11%,-8%,-1,20%,0.1,5%,-16%
CCOC(=O)c1c(C)[nH]c(C)c1S(=O)(=O)N(C)CC(=O)Nc1ccccc1,-10%,0%,1%,-7%,2,-3%,0.2,-3%,3%
COc1cc(C2NC(=S)NC(C)=C2C(=O)OC(C)C)ccc1OC(C)C (stereo not drawn),17%,-4%,8%,1%,1,12%,-3.2,0%,-1%
CCn1ccc(-c2ccccc2)c(C#N)c1=O,-6%,1%,0%,3%,2,4%,1.0,-8%,0%
Cc1ccc2[nH]cc(CCNC(=O)Nc3ccccc3)c2c1,23%,-5%,5%,11%,x,13%,-1.8,8%,2%
CCCCOC(=O)Nc1cc(C)c(Cl)cc1OC,-2%,-9%,-4%,-12%,5,15%,-0.1,9%,u
COc1ccc(NC(=O)CN2CCN(CC(=O)Nc3ccc(F)cc3)CC2)c(OC)c1,1%,-13%,1%[57.1 µM],4%,7,25%,6.0,5%,-11%
O=C(NCCc1ccccc1)c1ccc(-n2cnnn2)cc1,-14%,1%,-17%,-2%,x,-2%,-0.7,9%,-4%
CC1(C)Cc2c(sc(NC(=O)C(=O)NCCCN3CCOCC3)c2C#N)CO1,-15%,7%,1%,-1%,4,-3%,2.3,-10%,12µM*
NC(=O)/C(=N\O)c1ccccc1,16%,-2%,-9%,9%,-3,4%,-2.8,-4%,-2%
Cn1c(=O)[nH]c2ncn(C)c2c1=O,-8%,1%&-7%,0%,4%,-9,-13%,0.7,-12%,-4%
CCc1ccccc1NC(=O)c1cnc2scc(C)n2c1=O,-19%,3%,0%,-6%,-2,7%,-1.3,8%,6%
COc1ccc(NC(C)=O)cc1S(=O)(=O)N1CC=C(c2ccccc2)CC1,10%,-8%,-2%,-9%,-3,10%,0.8,-8%,1%
Cc1oc(-c2ccc(Cl)cc2)nc1CS(=O)CC(=O)NCCCN1CCCC(C)C1 (stereo not drawn),6%,0%,0%,10%,-1,4%,-1.3,-10%,-3%
COc1ccc(-c2ccccc2C2=CC(=O)CC(C)(C)C2=O)cc1,3%,1%,-3%,-21%,5,10%,-3.4,-8%,-7%
COc1cccc(OC)c1C(=O)Nc1nc2ccc([N+](=O)[O-])cc2s1,-6%,0%,-10%,13%,-8,u,-1.0,0%,-6%
COc1ccc(Cl)cc1NC(=O)CN(C)C(=O)CCSc1ccc(C)cc1,33%,u,2%,u,11,-6%,1.3,4%,0%
CCN(C(=O)C12CC3CC(CC(C3)C1)C2)C1CCS(=O)(=O)C1 (stereo not drawn),22%,-4%,-30%,-2%,5,-13%,0.2,-3%,-8%
N/C(=N\OC(=O)c1cnn(-c2ccccc2)c1C(F)(F)F)c1ccc(C(F)(F)F)cc1,-12%,-18%,-29%,3%,2,6%,2.7,-6%,-5%
Cc1ccc(S(=O)(=O)NCC2CCC(C(=O)N3CCN(C)CC3)CC2)cc1 (stereo not drawn),-10%,-8%,-4%,-5%,4,10%,0.2,6%,7%
